WRN helicase inh – WRN helicase (human) inhibition. Q14191. WRN helicase unwinding, fluorescent forked duplex, kinetic. Potency, µM (series often up to 114 µM), without a hit: top-dose activity change, negative = inhibition, most hits filed as inhibitors. 360,000 tested, 0.46% active. AID 651768; also: potency is read from the fitted curve at half-maximal effect; % is scaled to controls: 0 for no effect and ±100 for the full control effect; nearly all actives have a fitted effect of over 55% in size
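Primary qHTS, 1536-well format. 20 nM WRN + compound, 15 min RT; start with 100 nM forked fluorophore/quencher duplex, 2 mM ATP (final); kinetic read ex 525/em 598 nm.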
ATXN2 expr inh – ATXN2 expression inhibition; HEK-293 ATXN2-luciferase reporter, luminescence, 24 h; Potency, µM (top dose mostly 57 µM), without a hit: top-dose activity change, negative = inhibition, usual class: inhibitors; 360,000 tested, 0.72% active; AID 1745845; also: potency is read from the fitted curve at half-maximal effect; % is scaled to controls: 0 for no effect and ±100 for the full control effect; nearly all actives have a fitted effect of over 55% in size
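ATXN2-luciferase reporter cells (luciferase flanked by upstream and downstream ATXN2 gene portions) were treated 24 h at 37 °C with compounds at up to 57 uM. SteadyGlo luminescence gave expression; GF-AFC fluorescence gave viability.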
HT1080NT lethal – kills 2HG-producing HT-1080-NT fibrosarcoma cells; HT-1080-NT fibrosarcoma viability, CellTiter-Glo ATP luminescence, 48 h; Potency, µM (top dose mostly 46.1 µM), for inactives: top-dose activity, negative = less viability, actives largely listed as cytotoxic; 360,000 tested, 1.6% active; AID 686970;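 also: NT is the 2HG producing partner of a matched IDH1 knockdown line; potency is read from the fitted curve at half-maximal effect; 0% = DMSO-treated cells and -100% = media-only wells without cells; nearly all actives have a fitted effect of over 55% in size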
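750 cells/well, RPMI + 5% FBS; 2 h settle, compound pin-transfer, 48 h at 37 degrees C. CellTiter-Glo 10 min RT, luminescence. Normalized to DMSO and media-only wells.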
KB-V1 MDR tox – kills drug-selected multidrug resistant KB-V1 cells | 400,000 tested, 3.4% active | KB-V1 MDR cells viability, CellTiter-Glo, 72 h | Potency, µM (top dose mostly 46.1 µM), without a hit: at the top dose activity change, negative = cytotoxicity, hits mostly cytotoxic; also: potency is read from the fitted curve at half-maximal effect; % is scaled to controls: 0 for no effect and ±100 for the full control effect; nearly all actives have a fitted effect of over 60% in size
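Cytotoxicity toward P-gp-expressing KB-V1 cells was determined as loss of CellTiter-Glo luminescence after 72 h at 37 degrees C. Compounds were tested in quantitative HTS format across a concentration range, with curves fitted to normalized data.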
SW480 rerep – DNA re-replication induction in SW480 cells. SW480 DNA re-replication, Hoechst DNA content imaging, 48 h. Potency, µM (top dose mostly 46.1 µM), inactives show at the highest dose re-replication activation, most hits filed as activators. 340,000 tested, 1.8% active; also: potency is read from the fitted curve at half-maximal effect; % of control where 0% means no effect; nearly all actives have a fitted effect of over 55% in size
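DNA re-replication was detected as more nuclei of elevated Hoechst intensity after 48 hr exposure to compound (23 nL pinned per well of 250 cells).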
MCF10A rereplic – DNA re-replication induction in MCF 10a cells; 350,000 tested, 2.9% active; AID 624296; MCF 10A DNA re-replication, Hoechst nuclear intensity, 48 h; Potency, µM (titrated, usually from 46.1 µM), without a hit: top-dose activity, positive = re-replication, usual class: activators; also: potency is read from the fitted curve at half-maximal effect; % of control where 0% means no effect; nearly all actives have a fitted effect of over 50% in size
IL-1B inflam inh – blocks inflammasome-driven IL-1 beta release; activity change, % at 57.5 µM; THP-1 LPS/ATP IL-1B secretion, AlphaLISA, 16 h; active compounds read low; 360,000 tested, 4.7% active; in the data active = activity change below about -50%; inconclusive = mostly about -30% to -49%; also: % is scaled to controls: 0 for no effect and ±100 for the full control effect
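Secreted IL-1B measured by AlphaLISA bead assay after 16 h compound exposure of THP-1 cells; compounds (final up to 57.5 uM) added 1 h before LPS (250 ng/mL) and ATP (1.25 mM) stimulation; lower signal means less secretion.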
KB-3-1 cytotox – KB-3-1 parental cell cytotoxicity | KB-3-1 viability, CellTiter-Glo ATP luminescence, 72 h | Potency, µM (doses to about 46.1 µM), without a hit: top-dose activity change, negative = cytotoxic, hits mostly cytotoxic | 400,000 tested, 1.4% active; also: potency is read from the fitted curve at half-maximal effect; % is scaled to controls: 0 for no effect and ±100 for the full control effect; nearly all actives have a fitted effect of over 60% in size
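Using CellTiter-Glo luminescence, growth of non-resistant KB-3-1 adenocarcinoma cells is assessed 72 h after pin-tool compound addition at 37 °C. Normalized responses across the concentration series yield fitted curves.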
HT1080 IDH1KD tx – kills HT-1080 cells with IDH1 knockdown; 360,000 tested, 2% active; HT-1080 IDH1 knockdown viability, ATP luminescence, 48 h; Potency, µM (highest dose often 46.1 µM), for inactives: at the top dose activity, negative = toxicity, most hits filed as cytotoxic; AID 686971;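 also: potency is read from the fitted curve at half-maximal effect; 0% = DMSO wells and -100% = cell-free medium wells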
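CellTiter-Glo luminescence after 48 h compound exposure at 37 degrees C of IDH1-knockdown HT-1080 cells in 5% FBS RPMI. %Activity scaled between DMSO wells and cell-free media wells, with curves fitted and assigned curve classes.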
The depositor's hits bear a star; i = inactive; ? = inconclusive; / = not tested or not shown; [ ] = dose if it differs, or a comment. Unless noted, calls follow the shape of the dose curve; as a rule, active = well fitted curve in the direction sought with a large enough effect; inconclusive = small, poorly fitted or top-dose-only effect, or another doubt; inactive = no such curve, though single readings can be large; an effect the other way counts as inactive or inconclusive.

Every second line gives: WRN helicase inh | ATXN2 expr inh | HT1080NT lethal | KB-V1 MDR tox | SW480 rerep | MCF10A rereplic | IL-1B inflam inh | KB-3-1 cytotox | HT1080 IDH1KD tx
- CCOC(=O)N1CCN(CC(O)c2ccc3c(c2)CCN3)CC1 (stereo not drawn)
  10% | 1% | -1% | 16% | -2% | -4% | 3 | -3% | 9%
- O=C(/C=C/c1ccco1)N1CCN(c2ccccc2)CC1
  -6% | 57%[activator] | 7% | -16% | 0% | 2% | 21 | 10% | -5%
- CCOC(=O)C1CC2=C(CCCC2=O)NC1=O (stereo not drawn)
  1% | 3% | 0% | ? | -9% | 0% | 0 | 5% | -1%
- CC(C)N(C(=O)COC(=O)[C@H](C)NC(=O)c1ccco1)c1ccccc1
  2% | / | 15% | -13% | -1% | 20% | -24 | 2% | 1%
- O=C(NNc1cccc(Cl)n1)Nc1ccccc1Cl
  -5% | 1% | -3% | -29% | -3% | -2% | 0 | 0% | -2%
- OCCNCC12CC3CC(CC(C3)C1)C2
  4% | -24% | 6% | 0% | 5% | 11% | 10 | 17% | 25%
- O=C(Nc1ccccc1N1CCCC1)c1ccc([N+](=O)[O-])o1
  -8% | ? | ? | ? | 5.2µM* | 23µM* | -93* | 23µM* | ?
- Cc1csc(NC(=O)c2ccc3c(=O)n4c(nc3c2)CCCCC4)n1
  -2% | 15% | 1% | 0% | 3% | -3% | 3 | ? | 1%
- O=C(NCc1ccco1)c1noc2c1CCCCC2
  4% | 57%[activator] | 2%[9.24 µM] | 5% | ? | 15% | 9 | 10% | ?
- CCN(CC)S(=O)(=O)c1ccc(C(=O)OCn2c(SC)nnc(C)c2=O)cc1
  -8%[57.1 µM] | 4% | 2% | 0% | -9% | 8% | 7 | 0% | 4%
- O=C1C2CC=CCC2C(=O)N1Cc1ccccc1 (stereo not drawn)
  -10%[57.1 µM] | 5% | -4% | 1% | 0% | -7% | 21 | 5% | 2%[9.24 µM]
- O=C(O)COc1cccc(/C=C2/SC(=S)N(Cc3ccccc3)C2=O)c1
  ? | -31% | 3% | 0% | -7% | ? | -2 | 13% | 0%
- O=C(Nc1cccs1)Nc1cccnc1Cl
  -15% | 8% | -1% | -2% | -2% | 5% | 21 | -8% | -8%
- O=S1(=O)CC(N2CCN(CC3CC3)CC2)CN1Cc1cn(Cc2ccccc2C(F)(F)F)nn1 (stereo not drawn)
  0% | 0% | 25% | -3% | / | / | 8 | 0% | 0%
- O=C(N/N=C/c1ccccc1F)NC1CCCCC1
  -14% | 52%[activator] | 16% | -16% | / | -3% | 0 | 0% | 22%
- N[C@@H](CCC(=O)N[C@@H](CSN=O)C(=O)NCC(=O)O)C(=O)O
  -7% | -2% | 23% | 5% | -52% | 2% | 28 | 0% | 10%
- Cc1cc(C)nc(N2CCCC(C(=O)Nc3ccc(F)cc3)C2)n1 (stereo not drawn)
  9% | -21% | 12% | ? | -8% | -6% | 10 | 0% | 4%
- COc1ccccc1C(=O)NCCC(=O)NNC(=O)Cn1ccc(C(F)(F)F)n1
  1% | 6% | 14% | 0% | -5% | -33%[inhibitor] | -1 | 8% | 20%
- O=C(NN=C1CCN(Cc2ccccc2)CC1)C(O)c1ccccc1 (stereo not drawn)
  -20% | ? | 6% | 4% | 0% | -3% | 10 | 1% | 9%
- CC(C)N1C(=O)CCC1C(=O)NCc1ccccc1Cl (stereo not drawn)
  0% | 3% | 4% | -3% | -11% | -1% | -4 | 4% | 5%
- COc1ccc2c(c1)c(=O)oc1cc(OCC(=O)N3CCCC(C)C3)ccc12 (stereo not drawn)
  -21% | -2% | -19% | ? | -3% | ? | -1 | 14% | 0%[9.24 µM]
- Cc1ccccc1N(CC(=O)NC1CCCC1)C(=O)c1csnn1
  2% | -6% | -3% | -26% | -9% | 0% | -12 | 4% | -2%
- N#Cc1c(Nc2ccc(Cl)cc2)s[nH]c1=O
  -5% | 13% | -6% | 8% | ? | 18µM* | -73* | 5% | ?
- O=C(Nc1ccc2nc(C3CC3)n(Cc3ccccc3)c(=O)c2c1)C1CC1
  -2% | 36%[activator] | 3% | -2% | -9% | 2% | 30 | -3% | 2%
- O=C(Cn1nc(C(=O)O)c2ccccc2c1=O)NCC1CCCO1 (stereo not drawn)
  6% | 3% | -3% | -1% | 4% | -5% | 16 | 3% | -4%
- CC1=CN2C(=NC(=O)CC2(C)C(=O)N(CC(=O)NC2CCCC2)c2ccccc2C)C=C1 (stereo not drawn)
  1% | 1% | 10% | -4% | -5% | 3% | 11 | 8% | 6%
- O=C(N/N=C/c1cc([N+](=O)[O-])ccc1O)C(O)(c1ccccc1)c1ccccc1
  -1% | ? | -16% | -25% | 21µM* | ? | 182 | ? | ?
- COc1ccccc1CP(=O)(c1ccccc1)c1ccccc1
  7% | 0% | 8% | ? | -4% | -4% | 0 | 11% | 6%
- CCN1CCN(CCc2nc3cc(NC(=O)COc4ccccc4)ccc3n2C)CC1
  -1% | 2% | 4% | 2% | 4% | 11% | 0 | -7% | 22%
- COc1ccccc1C=NNc1ccc([N+](=O)[O-])cn1
  -16% | -2% | -1% | 23% | -2% | -1% | 15 | -2% | 6%
- CCCNC(=O)c1nn2c(C(F)(F)F)cc(-c3ccccc3)nc2c1Cl
  3% | -1% | ? | -14% | 3% | ? | -15 | 22% | -18%
- Cc1ccc(S(=O)(=O)N(Cc2ccc(F)cc2)Cc2ccco2)cc1
  -8% | -3% | -12% | ? | -1% | 16% | -11 | 0% | -7%[9.24 µM]
- N#Cc1c[nH]n2c(=O)cc(Cc3ccccc3)nc12
  -8% | -3% | -3% | 5% | 2% | 0% | -5 | -10% | 8%
- O=C(O)Cn1cc(/C=N/Nc2ccc([N+](=O)[O-])cn2)c2ccccc21
  -3%[11.6 µM] | 2% | 9% | 13% | -1% | -3% | 37 | 1% | 12%
- O=C(COC(=O)Cc1ccc(Cl)cc1)Nc1ccccc1-c1ccccc1
  -27% | -11% | -7% | -1% | / | -2% | 0 | 14% | -10%
- CC1(c2ccccc2)CC(C)(C)N2C(=O)Cc3cccc1c32 (stereo not drawn)
  -7% | 8% | 0% | ? | 3% | 0% | 48 | 9% | -19%
- Cc1cc(C)c(C)c(S(=O)(=O)N2CCC(C(=O)N3CCN(c4ccc(F)cc4)CC3)CC2)c1C
  6% | -11% | -7% | -13% | 23% | 15% | ? | -17% | 0%
- CC(C)N(Cc1nccn1C)C(=O)c1cc(COc2ccc(F)cc2Cl)on1
  -25% | 2% | -2% | / | 2% | 22% | -2 | / | -4%
- O=C(CCN1CCOCC1)c1ccc2c(c1)OCCO2
  ? | -6% | ? | 9% | ? | 6.5µM* | -7 | ? | ?
- CCOCCOc1cccc(C(=O)NC(C)c2ccc3ccccc3c2)c1 (stereo not drawn)
  0% | -14% | -3% | -9% | 6% | ? | -18 | 0% | -6%
- COc1cccc(Cn2c(NCc3ccco3)nc3c2c(=O)n(C)c(=O)n3C)c1
  -1% | -39% | -27% | ? | -16% | 13% | -23 | ? | -24%
- COc1ccc(O)c(C(=O)c2cnc3c(c2)CN(C)C(=O)N3)c1
  8% | / | -24% | ? | ? | ? | -12 | 4% | -30%
- COc1ccc(-n2ncc(C(C)NS(=O)(=O)c3ccc(C)s3)c2C)cc1 (stereo not drawn)
  2% | -16% | -5% | ? | 0% | 8% | i | 3% | -8%
- Cc1ccc(NC(=O)C2CCN(S(=O)(=O)c3ccc4c(c3)NC(=O)CO4)CC2)cc1
  -11% | -13% | -5% | 5% | -2% | -1% | -7 | -9% | -7%
- O=c1c(-c2ccc(O)cc2)coc2c([C@@H]3O[C@H](CO)[C@@H](O)[C@H](O)[C@H]3O)c(O)ccc12
  -3% | 1% | 14% | 5% | -7% | -24% | 2 | ? | 14%
- COc1ccc(C(C(=O)NC2CCCC2)N(CC2CCCO2)C(=O)Cn2nnc(-c3ccc(C)o3)n2)cc1 (stereo not drawn)
  0% | 8%[11.3 µM] | 20% | ? | -9% | 5% | 6 | 8% | 0%
- CCOc1ccc(NC(=O)C2CCCN(c3nc(C)cc(C)n3)C2)cc1 (stereo not drawn)
  5% | -2% | -1% | ? | -22% | -8% | 16 | ? | 5%
- Cc1cccc(OCCN2C(=O)C(=O)c3cc(C)ccc32)c1
  -11% | 32% | 2.9µM* | ? | ? | 18µM* | ? | ? | ?
- CCC(/C=N/NC(=O)c1ccccc1F)CC
  14% | -18% | 4% | 7% | -5% | 19% | 0 | -8% | 15%
- O=C(NCCCn1ccnc1)C(=O)NCC(c1cccnc1)N1CCN(c2ccc(F)cc2)CC1 (stereo not drawn)
  -1% | -3% | 10% | 22% | -6% | 2% | 6 | -8% | 2%
- CSCCC(NC(=O)c1ccc(Cl)cc1)C(=O)O (stereo not drawn)
  -9% | -5% | 25% | ? | -8% | -6% | -5 | 3% | 11%
- COC(=O)[C@@H]1C[C@@]2(O)[C@@H](O)[C@@H](O)[C@@H](O)C[C@H]2N1Cc1ccc(C)s1
  1% | 2% | 9% | 15% | -16% | -2% | 20 | 20% | 22%

No new results follow: an excerpt of the list.
Every second line gives: WRN helicase inh | ATXN2 expr inh | HT1080NT lethal | KB-V1 MDR tox | SW480 rerep | MCF10A rereplic | IL-1B inflam inh | KB-3-1 cytotox | HT1080 IDH1KD tx
- CSCCC(NC(=O)c1ccc(Cl)cc1)C(=O)O (stereo not drawn)
  -9% | -5% | 25% | ? | -8% | -6% | -5 | 3% | 11%
- COC(=O)[C@@H]1C[C@@]2(O)[C@@H](O)[C@@H](O)[C@@H](O)C[C@H]2N1Cc1ccc(C)s1
  1% | 2% | 9% | 15% | -16% | -2% | 20 | 20% | 22%

High-throughput results deposited in PubChem by National Center for Advancing Translational Sciences (NCATS).
